UHRF1 MBD2 ctr: human UHRF1 methylated DNA binding inhibitors | Q96T88 | UHRF1 binding to methylated oligo, TR-FRET | inhibition, % at 4.4 µM | actives 0.75% (n = 370,000) | AID 687016; in the data active means inhibition above about 21%;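 further: UHRF1 SRA domain binding a hemimethylated CpG hairpin DNA probe; 0% = median of test compound wells and 100% = reference inhibitor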
MBD2 DNA inh: blocks human MBD2 binding to methylated DNA. Q9UBB5. TR-FRET, MBD2 binding to methylated oligonucleotide. inhibition, % at 4.4 µM. actives 0.31% (n = 370,000). AID 686964; in the data active means inhibition above about 13%
PRMT1 inh: blocks human protein arginine methyltransferase 1 | Q99873 | recombinant PRMT1, activity-based probe fluorescence polarization | inhibition, % at 2.79 µM | actives 1.3% (n = 370,000) | AID 652257;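 active means inhibition above about 21% made by adding two undisclosed values, limit read from the data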
NR1D1 modulator: modulators of human Rev-erb alpha DNA binding | P20393 | AID 1259318 | actives 0.79% (n = 370,000) | Rev-erbα–FITC-DNA binding, fluorescence polarization, 90 min | activity, % at 10 µM;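 active means activity above about 14%, limit read from the data; passing the limit was not always enough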;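 further: 0% = DMSO wells with 35 nM protein and 100% = DMSO wells with 750 nM protein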
Target sequence (P20393 whole entry, looked up): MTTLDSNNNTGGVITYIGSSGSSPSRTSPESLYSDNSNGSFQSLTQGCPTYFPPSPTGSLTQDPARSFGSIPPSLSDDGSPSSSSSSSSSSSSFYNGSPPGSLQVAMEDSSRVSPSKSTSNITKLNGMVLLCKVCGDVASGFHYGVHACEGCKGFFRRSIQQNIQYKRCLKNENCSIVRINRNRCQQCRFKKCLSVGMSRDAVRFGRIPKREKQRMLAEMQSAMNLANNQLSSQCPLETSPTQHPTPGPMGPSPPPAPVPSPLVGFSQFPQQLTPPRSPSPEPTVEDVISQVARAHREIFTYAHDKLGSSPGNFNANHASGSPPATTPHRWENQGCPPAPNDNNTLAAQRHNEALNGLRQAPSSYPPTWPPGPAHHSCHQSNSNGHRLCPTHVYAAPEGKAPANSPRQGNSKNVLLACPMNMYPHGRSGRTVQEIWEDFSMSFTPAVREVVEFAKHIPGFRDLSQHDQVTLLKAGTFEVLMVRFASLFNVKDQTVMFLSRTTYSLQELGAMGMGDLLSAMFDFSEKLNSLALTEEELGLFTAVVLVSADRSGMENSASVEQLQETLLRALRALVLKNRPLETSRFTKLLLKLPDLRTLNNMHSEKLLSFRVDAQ
rCAG RNA binder: r(CAG) repeat RNA binding. inhibition, % at 3 µM. AID 651821. TO-PRO-1 dye displacement fluorescence. actives 1.3% (n = 370,000);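 active means inhibition above the plate cutoff, the mean of all test compounds on that plate plus 3 SD, cut at about 35% in these data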;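 further: 0% = DMSO alone and 100% = 100 µM mitoxantrone as full dye displacement; higher means more dye released from RNA so lower well fluorescence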
TCR-CD3 inh: blocks the human TCR-CD3 interaction. inhibition, % at 9.4 µM. actives 0.37% (n = 360,000). TAMRA-labeled TCR probe fluorescence, biochemical. AID 651800; in the data active means inhibition above about 19%;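 further: recombinant mutant TCR 2C K166C tagged with TAMRA read by polarization; 0% = receptor in buffer alone and 100% = receptor with positive control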
HTRA1 inh: inhibitors of human serine peptidase HTRA1. inhibition, % at 5.96 µM. recombinant HTRA1, FP-rhodamine activity-based probe, fluorescence polarization. Q92743. actives 0.5% (n = 340,000). AID 504803; in the data active means inhibition above about 36%;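 further: 0% = enzyme with DMSO and 100% = wells lacking enzyme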
LEDGF integ inh: blocks HIV-1 LEDGF/p75-dependent DNA integration; actives 0.64% (n = 370,000); TR-FRET IN-LEDGF/p75 DNA integration, Eu/Cy5; inhibition, % at 3.7 µM; AID 743269;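 active means inhibition above the screen-wide mean plus 3 SD, cut at about 13% in these data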;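 further: signal is the Cy5 over europium emission ratio at 671 and 618 nm; 0% = plate median of compound wells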
mABHD4 FP: inhibitors of mouse ABHD4; Q8VD66; actives 0.54% (n = 370,000); purified mABHD4, FP-Rh probe fluorescence polarization; inhibition, % at 8.92 µM;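 active means inhibition exceeding the mean over every tested compound plus 3 SD, cut at about 30% in these data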;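 further: 0% = plate median of compound wells and 100% = S159A mutant with DMSO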
Target sequence (Q8VD66 whole entry, looked up): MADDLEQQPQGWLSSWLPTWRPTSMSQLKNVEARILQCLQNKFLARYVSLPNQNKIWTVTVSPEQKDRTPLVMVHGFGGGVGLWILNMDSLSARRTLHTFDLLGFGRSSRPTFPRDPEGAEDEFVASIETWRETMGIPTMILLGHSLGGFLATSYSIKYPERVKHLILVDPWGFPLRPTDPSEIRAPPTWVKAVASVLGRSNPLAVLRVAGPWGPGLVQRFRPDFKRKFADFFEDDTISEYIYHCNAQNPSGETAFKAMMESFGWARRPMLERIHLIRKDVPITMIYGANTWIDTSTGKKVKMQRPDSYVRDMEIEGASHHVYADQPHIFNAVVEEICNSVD
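assay system = mABHD4 protein | compound dosing = single nominal dose of 8.92 µM, 0.89% DMSO final | read-out basis = percent inhibition of probe binding, normalized to plate controls | schedule = Enzyme–compound pre-incubation 45 min, then probe 60 min, both 25 °C | detection = fluorescence polarization, excitation 525 nm, emission 598 nm, BODIPY TMR filters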
PG9 Ab binder: binds the HIV-1 gp120 antibody PG9. actives 0.43% (n = 360,000). AID 624416. inhibition, % at 6.7 µM. TR-FRET gp120-PG9 antibody binding; in the data active means inhibition above about 8.5%
An asterisk follows results filed as active; x = no result given; & = joins results of further samples; ! = repeats disagree.

SMILES	UHRF1 MBD2 ctr	MBD2 DNA inh	PRMT1 inh	NR1D1 modulator	rCAG RNA binder	TCR-CD3 inh	HTRA1 inh	LEDGF integ inh	mABHD4 FP	PG9 Ab binder
CN(C)CCCNC1=CC(=O)CC(c2ccccc2)C1 (stereo unspecified)	0	1	1	-3	-3	-5	5	-3	2	-0.7
O=C(Nc1nccs1)c1cc(S(=O)(=O)N2CCOCC2)ccc1Cl	2	3	2	-5	2	6	2	0	-5	-3.1
O=C(COc1ccc(S(=O)(=O)N2CCOCC2)cc1Cl)NCC1CCCO1 (stereo unspecified)	1	0	1	-6	-3	0	1	3	-6	0.3
Fc1ccc(Nc2cncc(-c3ccsc3)c2)cc1Cl	12	5	25*	-5	7	-5	x	38*	4	-4.0
CC(Cc1cccs1)NC(=O)NC1CCCCC1 (stereo unspecified)	1	5	-1	0	-3	-2	-2	-2	4	-2.1
O=C(Nc1cc(C(F)(F)F)ccc1N1CCCCC1)c1cccc([N+](=O)[O-])c1	-1	-1	-3	-3	3	7	-3	0	-3	-0.3
COc1ccccc1NS(=O)(=O)c1cc(NC(=O)c2cccnc2)ccc1N1CCCCC1	-2	0	-3	-2	8	-2	-74	3	-49	-3.9
COc1cccc(N/C(SC)=C(/C#N)C(N)=O)c1	-2	-4	-1	5	1	-5	3	2	0	-1.5
Cc1cc(C)c(C#N)c(SCc2c(F)cccc2[N+](=O)[O-])n1	0	-2	-2	3	-1	-4	-8	-1	-6	0.5
Cc1cc(C(=O)O)ccc1NCc1ccncc1	1	-2	7	-7	-2	-4	4	-5	-4	0.5
Cn1cc(C(=O)N/N=C/c2cccc(O)c2)ccc1=O	-1	5	0	4	1	-5	3	-2	10	-2.0
CC(=O)Nc1ccc(CN2CCCC(CCC(=O)NCc3ccccc3F)C2)cc1 (stereo unspecified)	3	7	0	4	-5	1	12	1	0	-0.9
COC(=O)c1ccccc1NC(=O)Cc1nc(-c2ccccc2)sc1-c1ccc(C)cc1	9	6	5	5	16	11	-36	-6	-12	0.9
CCOC(=O)CN1C(=O)S/C(=C/c2ccc3c(c2)n(C)c(=O)n3C)C1=O	-2	3	-3	-2	-1	2	-2	-1	-2	-2.7
O=S(=O)(Nc1ccc(-n2cnnn2)cc1)c1ccc(Cl)cc1	-2	2	-3	2	4	3	0	0	-2	-2.5
CCN(CC(=O)Nc1c(F)cccc1F)C(=O)C1CCN(S(=O)(=O)c2ccc(C)c(C)c2)CC1	-2	1	-1	-9	-4	7	-5	1	-1	-0.6
CCOc1ccc(-n2c(SCC(=O)c3c(N)n(C)c(=O)n(C)c3=O)nnc2-c2cccnc2)cc1	4	-6	-1	-5	1	-4	10	9	2	-0.7
Cc1c(C(=O)N2CCOCC2)[nH]c2ccc(OCc3ccccc3)cc12	-2	5	-3	-3	-4	7	0	-2	1	-0.9
O=C(Nc1ccccc1)C1CCN(C(=O)c2ccccc2)CC1	5	3	-1	-4	1	-8	1	-3	-6	1.3
CCOc1ccc2nc(NC(=O)C34CC5CC(CC(NC(C)=O)(C5)C3)C4)sc2c1	0	1	-2	4	-2	0	-20	0	-5	-3.4
COc1ccc(CCNC(=O)c2nnc(Cc3ccc(Cl)cc3)o2)cc1OC	1	0	3	0	0	-8	-7	-4	1	0.3
Cc1ccc(CSCc2ccc(C(=O)NCC3CCCO3)o2)cc1 (stereo unspecified)	3	2	5	-2	-4	-4	2	-6	4	-0.7
COC(=O)c1ccc(COc2cccc3c2OC(C)(C)C3)cc1	0	-3	-2	-1	-6	2	-11	3	0	-3.0
COC(=O)c1ccc(Nc2nc(N3CCOCC3)nc(N3CCOCC3)n2)cc1	-5	-9	0	-6	-2	9	-1	-2	1	0.1
N#CC1C(=O)NC(c2ccccc2)=CC1c1ccccc1 (stereo unspecified)	1	1	-4	-4	1	5	0	3	15	-2.7
COc1ccc(-n2c(SCC(=O)/C(C#N)=C(\C)N)nc3ccccc3c2=O)cc1OC	3	-1	7	12	5	-6	-1	-3	7	5.5
COc1ccc(S(=O)(=O)N2CCCCCC2)cc1C(=O)N(C)CC(=O)Nc1ccccc1Br	2	1	3	-3	-3	0	-1	-4	0	1.4
CCSc1ccc([C@@H]2[C@@H]3C(=O)N(C)C(=O)[C@@H]3[C@]3(C(=O)OC)CCCCN23)cc1OC	1	-1	-1	-3	-3	3	-6	-2	-5	0.6
COc1ccc2c(CC(=O)NNC(=O)c3ccc(O)cc3)coc2c1	-2	4	7	3	8	-5	-2	-3	7	-0.4
O=C(COC(=O)COc1ccccc1[N+](=O)[O-])NCc1ccc2c(c1)OCO2	3	3	-3	3	1	4	-1	3	-7	-1.2
COc1ccccc1Nc1nc2nonc2nc1N1CCCCC1C (stereo unspecified)	-4	-5	-4	0	-2	-9	-1	0	-4	1.1
O=C(Nc1ccc(OC(F)F)c(Cl)c1)[C@@H]1CCCN1C(=O)c1cccs1	2	3	0	-2	-1	-5	7	0	3	-0.6
CO/N=C(\C(=O)N[C@@H]1C(=O)N2C(C(=O)O)=C(COC(C)=O)CS[C@H]12)c1csc(N)n1 (stereo in doubt)	27*!	8&0&0	26*!	4&-8&-4	37*!	2&7&0	7&-3&-1	18*!	-2&3&4	-4.7&0.2&-1.3
COC(=O)CCCCC1=CCC2C(=O)C=C(O)C2C1 (stereo unspecified)	13	3	1	-6	12	-1	x	4	8	0.1
O=C(CCC(=O)N/N=C/c1ccccc1O)NCc1ccccc1	1	0	0	-3	-1	-2	8	-5	-1	-2.7
CC(NC(=O)c1ccccc1Cl)C(=O)N1CCN(Cc2ccc3c(c2)OCO3)CC1 (stereo unspecified)	2	-1	-3	-2	3	-2	9	1	0	-0.9
Cc1ccc(S(=O)(=O)N(Cc2ccccc2)Cc2ccco2)cc1	3	6	7	-3	4	-8	-22	-3	-24	1.1
COc1ccccc1CNC(=O)c1ccc(CNc2c(N3CCCC3)c(=O)c2=O)cc1	-1	5	-1	-5	1	1	0	-2	2	1.2
OCCC1CN(Cc2c(O)ccc3ccccc23)CCN1CCc1ccccc1 (stereo unspecified)	-1	-3	15	4	-1	-1	-17	5	6	-1.9
CC(C)(C)NC(=O)c1cc(Cl)ccc1[N+](=O)[O-]	7	1	1	-3	0	5	-1	4	-11	-1.4
Cc1csc(SCC(=O)Nc2ccccn2)n1	-1	2	-2	-9	-3	-8	1	5	3	-0.5
S=C(NCc1cccnc1)c1ccccc1	-2	4	-3	-2	-1	8	11	-1	-6	-3.4
COc1ccc(C2/C(=C(/O)c3ccc4c(c3)CC(C)O4)C(=O)C(=O)N2CCCn2ccnc2)cc1OC (stereo unspecified)	-9	-2	-1	7	6	-5	3	-1	-1	0.6
COc1ccc(/C=C/C(=O)OCC(=O)c2c(N)n(C)c(=O)n(C)c2=O)c(OC)c1	9	-4	-4	-6	0	3	5	3	1	-1.5
Cc1ccc(OCCC(=O)OCC(=O)Nc2cc(C)cc(C)c2)cc1	2	3	1	-2	-5	-10	-8	-5	2	-0.8
O=C([O-])c1cc(-c2ccccc2)cc(-c2ccccc2)[n+]1Cc1ccccc1	-2	0	5	1	1	-7	x	2	-6	1.4
CCN(CC)C(=O)C(=O)c1c(-c2ccccc2)[nH]c2ccccc12	0	2	-2	-5	-4	2	0	-4	7	0.5
COc1cc(/C=C/CN2CCN(CCC(C)C)C(CCO)C2)ccc1O (stereo unspecified)	-1	2	1	-1	-2	4	1	-3	5	-0.6
N#CN=C1CCCCCN1CC(N)=O	0	5	-3	-1	1	3	10	2	2	-2.3
O=C(NCc1ccccc1)c1cc(C2CCCN(C(=O)c3ccc4c(c3)CCO4)C2)on1 (stereo unspecified)	-2	-5	-1	-6	0	10	x	-3	-5	-1.2
O=C(Nc1nnc(C2CC2)s1)C1=NN(C2CCS(=O)(=O)C2)C(=O)CC1 (stereo unspecified)	0	0	0	x	4	9	-5	-2	1	1.0
Cc1[nH]c2ccccc2c1/C=N\NC(=O)CNc1ccc2c(c1)OCO2	-8	-10	18	-2	14	4	10	1	6	-2.3
Cc1ccc(N2C(=O)CC3(CC4C=CC3C4)C2=O)cc1 (stereo unspecified)	-1	1	-1	-3	-1	3	12	0	0	-0.9
COc1ccc(N2C(=O)c3ccccc3NC2c2cccnc2)cc1 (stereo unspecified)	4	-1	4	-4	-2	-4	3	-3	6	3.7
COC(=O)C(C(=O)OC)C1OC23CN(S(=O)(=O)c4ccc(C)cc4)C=CC2(C)C3c2ccccc21 (stereo unspecified)	10	8	1	9	2	x	x	1	-7	x
CC(=O)c1c(C)[nH]c(C(=O)Nc2cccc(S(=O)(=O)N3CCOCC3)c2)c1C	0	-2	-2	8	-2	2	2	3	-5	-0.4
CCOC(=O)CN1CC23C=CC(O2)C(C(=O)Nc2ccc(OC)cc2OC)C3C1=O (stereo unspecified)	-3	-4	-4	0	3	5	8	2	2	1.4
Cc1ccc(-c2nn(C)c(=O)c3ccccc23)cc1CNC(=O)CN1CCOCC1	-6	-6	-3	6	0	-8	0	2	6	-2.7
COC(=O)c1ccc(CNC(=O)COC(=O)CCC2CCCC2)cc1	1	1	-1	-3	-6	3	3	4	-2	-2.7
S=C(Nc1ccccc1Cl)NC1CCCCCC1	5	-1	8	1	-2	0	0	-2	1	2.4

As entered above:
CO/N=C(\C(=O)N[C@@H]1C(=O)N2C(C(=O)O)=C(COC(C)=O)CS[C@H]12)c1csc(N)n1 (stereo in doubt) @ mABHD4 FP: -2&3&4
COC(=O)c1ccc(Nc2nc(N3CCOCC3)nc(N3CCOCC3)n2)cc1 @ UHRF1 MBD2 ctr: -5

Entries listed above that bear a hit mark in PRMT1 inh:
molecule | UHRF1 MBD2 ctr | MBD2 DNA inh | PRMT1 inh | NR1D1 modulator | TCR-CD3 inh | HTRA1 inh | LEDGF integ inh | PG9 Ab binder
Fc1ccc(Nc2cncc(-c3ccsc3)c2)cc1Cl | 12 | 5 | 25* | -5 | -5 | x | 38* | -4.0
CO/N=C(\C(=O)N[C@@H]1C(=O)N2C(C(=O)O)=C(COC(C)=O)CS[C@H]12)c1csc(N)n1 (stereo in doubt) | 27*! | 8&0&0 | 26*! | 4&-8&-4 | 2&7&0 | 7&-3&-1 | 18*! | -4.7&0.2&-1.3

The list continues.
SMILES	UHRF1 MBD2 ctr	MBD2 DNA inh	PRMT1 inh	NR1D1 modulator	rCAG RNA binder	TCR-CD3 inh	HTRA1 inh	LEDGF integ inh	mABHD4 FP	PG9 Ab binder
COc1cc2c(cc1OC)CN(C(=O)c1ccc(OC)c(S(=O)(=O)N3CCOCC3)c1)CC2	-1	2	0	-1	-4	7	-6	-4	-3	-3.0
CCNCC(O)COCC(O)CNCC (stereo unspecified)	-1	3	-1	0	-5	5	0	2	-2	-1.6
COc1ccc(C(=O)N/N=C(/C)c2ccc(N3CCCCC3)cc2)cc1	-2	-2	1	-1	-1	0	2	-3	3	-0.6
CCNC(=O)C1CCCN(C(=O)c2ccc(OC(F)F)cc2)CC1 (stereo unspecified)	-1	4	1	-1	2	5	x	2	-2	-0.3
O=C(CSC1CC(=O)N(CCc2ccccc2)C1=O)Nc1ccc(Cl)cc1 (stereo unspecified)	-1	-9	19	2	0	9	-7	4	-14	-2.4
CCc1c(C(=O)NCc2cnn(C)c2)csc1C	-3	3	-1	5	-1	0	0	-2	3	0.9
Cc1ccccc1N=C(NO)c1cccnc1	-1	-4	2	10	-3	-1	4	1	-1	1.4
Cc1cc(C)c(S(=O)(=O)c2ccccc2)c(Cl)n1	0	-4	-1	-6	-1	7	0	-2	7	-0.9
Cc1ccc(O)c(-c2cc(C(=O)NCc3ccccc3)[nH]n2)c1	-3	-1	0	1	4	0	-23	1	-7	-1.0

Bioassay records (PubChem BioAssay)

Not all compounds are listed. The share of hits here may be higher or lower than overall.
